# Mcl1-Bid inh: Mcl-1/Bid interaction inhibition. Q07820. TR-FRET Mcl-1/Bid-Dy647 peptide binding, 1536-well. inhibition, % at 21.7 µM. hit rate 0.97% among 220,000;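 active means compounds that cut the binding signal by more than half at the single screening dose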;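 further: His-tagged Mcl-1 with europium anti-His antibody binding Bid BH3 peptide; 0% = Mcl-1 plus peptide wells and 100% = peptide-only wells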
# Target sequence (Q07820 whole entry, looked up): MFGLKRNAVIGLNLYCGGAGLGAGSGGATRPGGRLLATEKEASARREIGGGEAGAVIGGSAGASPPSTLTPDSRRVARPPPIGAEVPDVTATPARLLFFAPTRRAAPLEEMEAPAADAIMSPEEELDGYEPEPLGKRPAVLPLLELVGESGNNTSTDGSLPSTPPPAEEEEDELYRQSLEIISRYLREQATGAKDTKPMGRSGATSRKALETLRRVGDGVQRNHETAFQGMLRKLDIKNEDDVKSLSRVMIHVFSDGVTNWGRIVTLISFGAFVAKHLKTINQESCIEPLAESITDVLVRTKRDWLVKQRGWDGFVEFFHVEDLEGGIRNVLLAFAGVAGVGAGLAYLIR
# Bcl-W Bim block: disrupts Bim peptide binding to human Bcl-W. Q92843. bead-based flow cytometry. inhibition, % at 10 µM. hit rate 0.02% among 190,000. AID 952;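 further: 0% = bound tracer without compound and 100% = peptide blocker; higher means less fluorescent Bim peptide bound to Bcl-W beads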
# Target sequence (Q92843 whole entry, looked up): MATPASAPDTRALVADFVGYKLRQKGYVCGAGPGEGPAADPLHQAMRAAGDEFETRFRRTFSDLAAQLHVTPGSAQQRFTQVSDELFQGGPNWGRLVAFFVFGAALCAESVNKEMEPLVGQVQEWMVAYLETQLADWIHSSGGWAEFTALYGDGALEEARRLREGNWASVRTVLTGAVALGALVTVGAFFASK
# Mcl-1 Bim block: inhibitors of Bim-Mcl-1 interaction, human | Q07820 | Bead-based flow cytometry, Bim peptide-Mcl-1 binding | inhibition, % at 10 µM | hit rate 0.1% among 190,000;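 further: 0% = no compound tracer wells and 100% = peptide blocker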
# RGS8-Gao reg: regulators of human RGS8-Galphao interaction; P09471; hit rate 0.34% among 220,000; multiplexed bead flow cytometry, RGS8-Galphao binding; actives lie on both sides; AID 1423; response (percent of control binding), % at 10 µM; in the data active means response below about 60% or above about 140%; inactive means in between;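 further: Galphao activated as the GDP aluminium fluoride complex binding bead-coupled RGS8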
# Bim-Bcl-XL: human Bim-Bcl-XL interaction inhibition | Q07817 | Bim peptide-Bcl-XL binding, bead flow cytometry, fluorescence | inhibition, % at 10 µM | hit rate 0.04% among 190,000
# Target sequence (Q07817 whole entry, looked up): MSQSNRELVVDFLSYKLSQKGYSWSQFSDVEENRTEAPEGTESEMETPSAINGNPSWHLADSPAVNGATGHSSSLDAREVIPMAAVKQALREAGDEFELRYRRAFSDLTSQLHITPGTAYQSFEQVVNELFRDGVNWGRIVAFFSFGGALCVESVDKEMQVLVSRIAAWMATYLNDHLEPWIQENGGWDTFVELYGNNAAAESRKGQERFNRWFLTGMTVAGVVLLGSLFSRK
# Bim-Bfl-1: inhibitors of Bim-Bfl-1 interaction, human | Q16548 | Bead-based flow cytometry, Bim-Bfl-1 binding inhibition | inhibition, % at 10 µM | hit rate 0.12% among 190,000 | AID 1008;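 further: 0% = wells without compound plus tracer and 100% = blocker peptide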
# RGS4-Gao reg: modulates binding of RGS4 to human Galphao | P09471 | Multiplexed bead flow cytometry; actives lie on both sides | binding response (% of control), % at 10 µM | hit rate 0.33% among 220,000; in the data active means binding response below about 49% or above about 150%; inactive means in between;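 further: fluorescent Galphao activated with aluminum fluoride binding bead-coupled RGS4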
# Bcl-2 Bim block: human Bim-Bcl-2 interaction inhibition | inhibition, % at 10 µM | AID 950 | hit rate 0.06% among 190,000 | Bead-based flow cytometry, Bim peptide-Bcl-2 binding | P10415; in the data active means inhibition above about 40%; inconclusive means no clear call, values can overlap the other calls;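 further: 0% = no compound wells with probe peptide and 100% = reference peptide inhibitor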
# RGS7-Gao: regulators of human RGS7-Galphao interaction. hit rate 0.35% among 220,000. Multiplexed bead flow cytometry, RGS7-Galphao binding; actives lie on both sides. P09471. binding response (% of control), % at 10 µM; in the data active means binding response below about 49% or above about 150%; inconclusive means no clear call, values can overlap the other calls; inactive means in between;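 further: fluorescent Galphao held in activated GDP-AlF4 state binding bead-coupled RGS7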
# Bim-Bcl-B: human Bim-Bcl-B interaction inhibition; Q9HD36; bead-based flow cytometry, Bim peptide-Bcl-B binding; inhibition, % at 10 µM; hit rate 0.073% among 190,000;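 further: 0% = tracer peptide without compound and 100% = reference inhibitor peptide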
# Target sequence (Q9HD36 whole entry, looked up): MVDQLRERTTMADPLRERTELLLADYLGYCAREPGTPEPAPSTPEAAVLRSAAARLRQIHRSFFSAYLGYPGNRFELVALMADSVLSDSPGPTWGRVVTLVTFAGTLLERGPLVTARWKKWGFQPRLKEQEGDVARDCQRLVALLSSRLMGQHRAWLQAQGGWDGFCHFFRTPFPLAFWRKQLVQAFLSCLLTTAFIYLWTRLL
# GSH fluor: compound fluoresces at 488/530 nm on GSH beads. fluorescence (KMESF) at 10 µM. AID 1776. hit rate 0.25% among 190,000. GSH beads flow cytometry, compound fluorescence 488/530 nm; active compounds read high; in the data active means fluorescence above about 89;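 further: glutathione beads carrying GST-tagged Bcl family fusion proteins plus one bare bead set; values are compound well signal with DMSO vehicle wells as background; inactives centre near 16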
# Numbers without * were called inactive; ? = inconclusive; . = not tested or not shown. Unless noted, no stated cut-off is given here; in the data, active means inhibition above about 40%.
SMILES,Mcl1-Bid inh,Bcl-W Bim block,Mcl-1 Bim block,RGS8-Gao reg,Bim-Bcl-XL,Bim-Bfl-1,RGS4-Gao reg,Bcl-2 Bim block,RGS7-Gao,Bim-Bcl-B,GSH fluor
Cc1nnc(SCc2c(Cl)cccc2Cl)s1,-11,0,0,98,1,0,101,-2,97,0,20
COc1ccc(Cl)cc1-c1nc(-c2ccncc2)no1,-38,0,-2,106,-1,-12,103,-4,98,-7,31
Cc1ccc(NCc2nnc(SCC(=O)Nc3nnc(C)s3)n2C)cc1,-42,-5,-1,106,-2,-5,104,-3,105,-3,16
Cc1cccc(OCCCSc2nc3ccc(C)cc3[nH]2)c1,12,-5,-8,108,-2,-13,103,-14,106,-15,27
O=C(CNS(=O)(=O)c1cccs1)NCc1ccccc1,-19,0,0,101,0,-3,105,0,100,-6,14
CC1=NN(c2ccc(C)cc2C)C(=O)C1C(c1ccccc1O)C1C(=O)N(c2ccc(C)cc2C)N=C1C (stereo not drawn),-76,0,-4,94,-5,2,93,0,93,-4,13
Cn1c(=O)n(Cc2ccccc2Br)c2ccccc21,-8,1,-1,103,-3,-2,98,-1,92,0,11
CSc1cccc(NC(=O)N2CCCC(CNS(=O)(=O)Cc3ccccc3)C2)c1 (stereo not drawn),-26,-3,-5,96,-2,-8,83,-5,96,-6,23
O=C(Nc1ccccc1)C1=C[C@@H](C2CC2)C[C@@H](OCCCCO)O1,-7,-1,-2,104,-5,-5,99,-5,97,-5,20
Cc1cc(NC(=O)c2c(F)c(F)c(F)c(F)c2F)no1,-40,1,-4,105,-2,-9,111,-9,107,-5,35
Cc1nnc(SCc2cccc([N+](=O)[O-])c2)s1,-6,-1,-4,105,-7,-3,102,-3,102,-8,20
CC(=O)c1cnc(Nc2cccc(Cl)c2Cl)s1,-15,1,-1,101,1,7,102,4,107,2,10
CCn1c(SCC(=O)NCc2ccccc2)nnc1-c1c[nH]c2ccccc12,-23,-4,-5,98,-4,2,102,1,102,-1,20
COc1ccc(NC(=S)Nc2ccc(OC)cc2OC)c(OC)c1,-42,-2,-8,91,-6,13,94,1,100,-33,8
COC(=O)C1=C(C)NC(=S)NC1c1ccc(OC(=O)c2ccco2)cc1 (stereo not drawn),-61,-2,0,103,1,4,97,-2,100,-11,19
CCCCCSc1nnc2c(n1)OC(C)N(C(C)=O)c1ccccc1-2 (stereo not drawn),-22,0,-1,98,-3,-3,100,0,99,-1,17
Cc1cc(NC(=O)C2CC(=O)N(c3ccccc3)C2)no1 (stereo not drawn),-13,-4,-8,94,-6,1,99,0,97,0,10
Cc1c(C(=O)NCCC2=CCCCC2)oc2ccc(S(=O)(=O)N3CCC4(CC3)OCCO4)cc12,0,1,-1,105,-5,-8,103,-10,108,-13,17
COc1ccc(/C=N/Nc2nnc(Cc3ccc(OC)c(OC)c3)c(=O)[nH]2)cc1,-29,-1,-2,91,-3,-2,90,-1,84,-3,10
Cc1nn(Cc2c(F)c(F)c(F)c(F)c2F)c(C)c1NC(=O)c1nn(C)cc1[N+](=O)[O-],-14,1,0,99,0,0,100,-2,101,1,20
O=C(CCN1C(=O)C2C3C=CC(C3)C2C1=O)Nc1ccccc1 (stereo not drawn),-16,4,1,103,2,-2,104,0,?,0,26
COc1ccccc1CN1C(=O)c2ccncc2C1=O,1,-1,0,96,-2,-11,89,-4,96,-8,9
Cc1ccc(/C=C/c2nnc(-c3ccc(C)cc3)o2)cc1,-1,0,0,102,1,0,95,0,99,1,11
CCn1c(N)c(C(=O)NC2CCCCC2)sc1=S,-33,-7,-7,98,-25,-6,97,.,93,-13,23
Cc1ccc(C2=NN(C(=S)Nc3ccccc3)C(c3ccco3)C2)cc1 (stereo not drawn),-27,3,-2,106,-1,-8,107,-5,104,-11,16
O=C(/C=C/c1ccco1)OCc1nnc(-c2ccc(Cl)cc2)o1,-21,-1,1,102,-1,-2,95,-1,93,-1,11
Cc1cccc(NC(=O)COc2ccc(Br)cc2/C=N/O)c1,1,-7,-4,99,-7,-13,101,-13,102,-10,9
CCOCCCn1cnc2c(c1=O)c1nc3ccccc3nc1n2-c1ccccc1,3,0,-2,91,0,-1,102,2,101,-3,18
Cn1ncc2c(N3CCN(c4ccc(Cl)c(Cl)c4)CC3)ncnc21,22,0,0,100,0,4,99,5,?,2,18
CCC(C)c1ccc(O)c(NC(=O)c2cncc(Br)c2)c1 (stereo not drawn),-9,-4,-5,98,-7,-17,97,-13,101,-11,31

# No new results follow: 3 of the compounds above.
SMILES,Mcl1-Bid inh,Bcl-W Bim block,Mcl-1 Bim block,RGS8-Gao reg,Bim-Bcl-XL,Bim-Bfl-1,RGS4-Gao reg,Bcl-2 Bim block,RGS7-Gao,Bim-Bcl-B,GSH fluor
CCOCCCn1cnc2c(c1=O)c1nc3ccccc3nc1n2-c1ccccc1,3,0,-2,91,0,-1,102,2,101,-3,18
Cn1ncc2c(N3CCN(c4ccc(Cl)c(Cl)c4)CC3)ncnc21,22,0,0,100,0,4,99,5,?,2,18
CCC(C)c1ccc(O)c(NC(=O)c2cncc(Br)c2)c1 (stereo not drawn),-9,-4,-5,98,-7,-17,97,-13,101,-11,31

# (list continues)
SMILES,Mcl1-Bid inh,Bcl-W Bim block,Mcl-1 Bim block,RGS8-Gao reg,Bim-Bcl-XL,Bim-Bfl-1,RGS4-Gao reg,Bcl-2 Bim block,RGS7-Gao,Bim-Bcl-B,GSH fluor
O=C(O)c1cc(-c2ccccc2)n(-c2ccccc2C(=O)O)n1,2,-3,-3,100,-3,0,104,-1,99,1,12
CCOc1cc(CNc2ccccc2SC)ccc1O,-7,-1,-7,105,-10,-13,107,-13,105,-14,34
COc1ccccc1NC(=O)c1ccccc1S(=O)(=O)c1ccccc1[N+](=O)[O-],12,-1,0,101,-3,-2,100,-1,?,-3,19
Cc1cc(C)c(NC(=O)c2ccc(S(=O)(=O)N(C)C)cc2)c(C)n1,-1,0,-1,104,-5,-11,104,-9,104,-9,36
CC1CCc2c(sc(NC(=O)CN3CCN(C(=O)c4ccco4)CC3)c2C#N)C1 (stereo not drawn),-10,0,-2,98,-10,-11,98,-7,97,-5,28
CC1=NN(c2ccc(C)c(C)c2)C(=O)/C1=C\C=C\c1ccc([N+](=O)[O-])o1,-75,-2,-1,102,-4,-1,96,-2,93,-9,15
CCN1C(=O)/C(=C\c2ccco2)C(C(=O)OC)=C1C,-29,0,0,103,0,0,100,-2,100,-2,16
CCn1c(-c2cccnc2Cl)nc2cc(Cl)c(Cl)cc21,-14,0,0,102,5,-10,103,-7,97,-4,36
COc1cccc(Oc2coc3cc(OC(=O)N4CCOCC4)ccc3c2=O)c1,-7,-6,-2,101,-5,-5,106,-1,102,-4,18
NC(CO)C(O)c1ccc([N+](=O)[O-])cc1 (stereo not drawn),-19,2,6,104,1,-1,102,3,103,-4,15

# 6 entries already listed, ordered by their value in RGS7-Gao, falling.
SMILES,Mcl1-Bid inh,Bcl-W Bim block,Mcl-1 Bim block,RGS8-Gao reg,Bim-Bcl-XL,Bim-Bfl-1,RGS4-Gao reg,Bcl-2 Bim block,RGS7-Gao,Bim-Bcl-B,GSH fluor
Cc1cc(C)c(NC(=O)c2ccc(S(=O)(=O)N(C)C)cc2)c(C)n1,-1,0,-1,104,-5,-11,104,-9,104,-9,36
NC(CO)C(O)c1ccc([N+](=O)[O-])cc1 (stereo not drawn),-19,2,6,104,1,-1,102,3,103,-4,15
CCN1C(=O)/C(=C\c2ccco2)C(C(=O)OC)=C1C,-29,0,0,103,0,0,100,-2,100,-2,16
O=C(O)c1cc(-c2ccccc2)n(-c2ccccc2C(=O)O)n1,2,-3,-3,100,-3,0,104,-1,99,1,12
CC1CCc2c(sc(NC(=O)CN3CCN(C(=O)c4ccco4)CC3)c2C#N)C1 (stereo not drawn),-10,0,-2,98,-10,-11,98,-7,97,-5,28
CC1=NN(c2ccc(C)c(C)c2)C(=O)/C1=C\C=C\c1ccc([N+](=O)[O-])o1,-75,-2,-1,102,-4,-1,96,-2,93,-9,15

# Further entries:
SMILES,Mcl1-Bid inh,Bcl-W Bim block,Mcl-1 Bim block,RGS8-Gao reg,Bim-Bcl-XL,Bim-Bfl-1,RGS4-Gao reg,Bcl-2 Bim block,RGS7-Gao,Bim-Bcl-B,GSH fluor
O=C(Nc1cccc2ccccc12)OCc1cncs1,-1,2,1,102,4,-3,101,-5,98,1,15
CCC(C)NC(=O)COc1ccc(Br)c(C)c1 (stereo not drawn),-10,1,0,103,-5,-11,111,-9,106,-6,33
Cn1c(=O)[nH]c(=O)c2c1nc(CN1CCOCC1)n2CCCc1ccccc1,-11,0,0,103,0,-10,104,-6,106,-6,22
Cc1cc(NC(=O)c2cccs2)ncc1NC(=O)c1cccc(F)c1,-20,-1,1,105,-2,-3,102,-1,105,-1,17
CS(=O)(=O)Nc1cccc(C2=NN(S(=O)(=O)c3ccccc3)C(c3cccs3)C2)c1 (stereo not drawn),7,-2,-7,100,-2,0,100,-5,99,-2,22
Cc1cc(C(=O)Nc2sc3c(c2C#N)CCCC3)no1,-12,-10,-11,99,-13,-2,99,-11,107,-33,13
Nc1cccc(-c2cn3cc(C(F)(F)F)cc(Cl)c3n2)c1,-58,1,2,82,0,4,75,0,82,2,15
CC(=O)NS(=O)(=O)c1ccc(NC(=S)NC(=O)c2ccco2)cc1,-30,-3,-8,105,-4,-10,106,-9,105,-10,14
Cc1ccc(C)c(NC(=O)CSc2nnc(CNC(=O)c3cccs3)o2)c1,-10,-2,-1,100,-3,-5,105,-3,?,-4,17
CC1CCCC(NC(=O)COC(=O)CCc2ccccc2)C1C (stereo not drawn),2,-2,-2,98,-4,-7,101,-4,101,-7,16
C=CCN(CC=C)C(=O)Cn1cnc([N+](=O)[O-])n1,-8,-4,-3,104,-6,-11,98,-7,103,-5,15
Cc1cc(C)c2c(-n3cccc3)n[nH]c2n1,-77,2,-1,91,0,0,87,0,88,2,22
COc1ccc(C(=O)Nc2nnc(CCS(=O)(=O)c3ccc(C)cc3)s2)cc1,-5,0,-1,105,-4,-7,107,1,106,-4,10
O=C(c1ccc2c(Cl)c3c(nc2c1)CCCC3)N1CCN(c2ccc(F)cc2)CC1,6,-2,-4,99,-4,-2,100,0,101,-11,13
CC1CCN(c2nc(-c3ccccc3)c(C#N)c(=O)[nH]2)CC1,6,0,0,99,-13,-11,96,-7,94,-5,38
CC1CC(C)CN(S(=O)(=O)c2ccc(C(=O)NCCCn3ccnc3)cc2)C1 (stereo not drawn),-8,-3,-1,102,-2,-7,100,-12,95,-11,25

# Limited to Mcl-1 Bim block, for some of the entries so far:
canonical_smiles,Mcl-1 Bim block
Cc1cc(C)c2c(-n3cccc3)n[nH]c2n1,-1
COc1ccc(C(=O)Nc2nnc(CCS(=O)(=O)c3ccc(C)cc3)s2)cc1,-1

# Some values from the entries so far:
# Reading for CC1CC(C)CN(S(=O)(=O)c2ccc(C(=O)NCCCn3ccnc3)cc2)C1 (stereo not drawn) under Bcl-W Bim block: -3
# Reading for Cc1cc(C)c2c(-n3cccc3)n[nH]c2n1 under Bcl-2 Bim block: 0
